Platelet DG rel: platelet dense granule release activity. AID 1663. human platelet-rich plasma, SFLLRN dense granule ATP release, luminescence. inhibition, %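 (compounds screened at 7.5 µM in platelet-rich plasma)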. 300,000 compounds, 0.22% hits;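 active means mean replicate score, as percent of positive control, at or above 50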
KLF5 inh: suppresses KLF5 promoter-driven expression. inhibition, % at 5 µM. 290,000 compounds, 0.23% hits. DLD-1 KLF5 promoter-luciferase reporter, luminescence;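 active means inhibition above a per-plate limit of that plate's mean compound inhibition plus 3 SD, cut at about 60% in these data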;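 further: 0% = DMSO wells and 100% = LY294002 at 200 µM; higher means less KLF5 promoter-driven luciferase light; inactives centre near -14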
HSF1 inh: HSF1 inhibition. 300,000 compounds, 0.77% hits. AID 2098. activity change, negative = inhibition, % at 7.5 µM (by protocol). NIH3T3-HGL HSE-luciferase, MG132-induced, luminescence 8 h; hits give low values;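 active means more than half of replicate wells show activity change below -50%, luminescence cut by over half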;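 further: luciferase reports HSF-1 transcriptional activity via heat shock element; 0% = median of DMSO wells and -100% = zero luminescence signal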
IEC-6 cytotox: counter-screen for KLF5 inhibitors: cytotoxicity in IEC-6 cells; IEC-6 cytotoxicity, luminescence viability; inhibition, % at 5 µM; 290,000 compounds, 0.78% hits; AID 1825; in the data active means inhibition above about 22%;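 further: 0% = plate median of test compound wells and 100% = cytotoxic reference compound wells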
Dyrk1A ADPGlo: blocks rat Dyrk1A kinase activity; Q63470; ADP-Glo luminescence, NFATc1 peptide; inhibition, % at 12.5 µM; 310,000 compounds, 0.43% hits; AID 504441; in the data active means inhibition above about 50%;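 further: plate controls were vehicle with enzyme for no effect and no enzyme for full effect; many of its hits are not listed in these tables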
HSP90 inh: HSP90 refolding inhibition in rabbit reticulocyte lysate | luciferase refolding luminescence, 3 h | inhibition, % at 5.6 µM | 290,000 compounds, 0.91% hits;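 active means inhibition above the screen-wide mean plus 3 SD, computed separately per campaign, cut at about 16% in these data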;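 further: 0% = DMSO wells and 100% = 60 µM geldanamycin wells; inhibitors lower the luminescence because luciferase stays unfolded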
GSK3A inh: human GSK-3 alpha kinase inhibition; P49840; inhibition, % at 10 µM; ADP-Glo luminescence, 60 min; 320,000 compounds, 0.1% hits;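 in the data active means inhibition above about 50%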;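 further: GST-tagged GSK-3 alpha with peptide substrate and 25 µM ATP; 0% = DMSO neutral wells and 100% = GW8510 positive control wells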
Target sequence (P49840 whole entry, looked up): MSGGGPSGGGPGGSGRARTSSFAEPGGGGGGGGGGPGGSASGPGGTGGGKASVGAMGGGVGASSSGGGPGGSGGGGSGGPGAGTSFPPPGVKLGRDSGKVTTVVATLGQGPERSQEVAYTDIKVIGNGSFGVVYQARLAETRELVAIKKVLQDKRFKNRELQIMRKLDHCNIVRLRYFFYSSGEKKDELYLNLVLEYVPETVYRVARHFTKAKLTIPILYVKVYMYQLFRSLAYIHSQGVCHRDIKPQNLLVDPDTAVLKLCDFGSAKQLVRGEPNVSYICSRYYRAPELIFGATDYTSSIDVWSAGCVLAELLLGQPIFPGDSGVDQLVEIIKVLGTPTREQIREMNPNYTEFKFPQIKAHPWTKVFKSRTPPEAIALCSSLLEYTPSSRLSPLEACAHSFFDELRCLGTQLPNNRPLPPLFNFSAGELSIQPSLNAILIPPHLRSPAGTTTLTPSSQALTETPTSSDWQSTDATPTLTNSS
GSK3B inh: blocks human GSK3beta kinase activity | P49841 | GST-GSK3beta kinase, ADP-Glo luminescence, 60 min; hits give low values | activity score (negative = inhibition), % at 10 µM | 300,000 compounds, 0.038% hits | AID 2097;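 active means more than half of replicate wells score below -50%, meaning over 50% inhibition versus plate controls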;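 further: 0% = median DMSO wells and -100% = median GW8510 positive control wells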
Target sequence (P49841 whole entry, looked up): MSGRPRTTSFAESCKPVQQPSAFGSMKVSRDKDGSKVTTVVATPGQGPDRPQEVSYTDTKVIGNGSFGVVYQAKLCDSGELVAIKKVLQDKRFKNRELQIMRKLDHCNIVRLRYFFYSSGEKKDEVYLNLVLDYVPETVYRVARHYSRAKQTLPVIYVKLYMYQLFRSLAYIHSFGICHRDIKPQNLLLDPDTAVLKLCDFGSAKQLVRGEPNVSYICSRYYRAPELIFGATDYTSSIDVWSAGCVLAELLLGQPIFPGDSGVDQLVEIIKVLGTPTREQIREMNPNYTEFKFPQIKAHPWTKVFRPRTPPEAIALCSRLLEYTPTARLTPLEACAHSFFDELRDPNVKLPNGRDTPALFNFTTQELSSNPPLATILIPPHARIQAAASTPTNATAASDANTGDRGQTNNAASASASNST
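Test system – GST-tagged human GSK3beta kinase, cell-free · Incubation – 60 min enzyme reaction, room temperature · Signal – ADP-Glo luminescence · Also added – peptide substrate and ATP at 25 µM · Controls – DMSO neutral wells and GW8510 at 20 µM as positive · Buffer or medium – Tris/MgCl2 kinase buffer · Measure – Luminescence-derived activity versus plate DMSO and GW8510 wells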
aSyn 5UTR inh: 5' untranslated region of α-synuclein, MLPCN primary screen; AID 1813; alpha-synuclein 5'UTR reporter, inhibitor activity; inhibition, % (tested at 7.5 µM); 300,000 compounds, 0.82% hits; in the data active means inhibition above about 60%;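 further: H4 neuroglioblastoma cells stably carrying SNCA 5'UTR luciferase fusion; 0% = DMSO wells and 100% = positive control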
HSF1 activator: increases HSF-1 driven luciferase reporter signal; 300,000 compounds, 1.7% hits; NIH3T3-HGL HSF-1 luciferase reporter, MG132, 8 h; 100% = twice DMSO control signal; AID 504408; activation, % at 9 µM;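 active means mean replicate activation of at least 50% with a set share of replicates each reaching 50%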;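 further: 0% = median of the neutral control wells and 100% = twice that signal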
* hit, by the source's call. An excerpt (hit frequency here may not be typical).

Results for O=C(N/C(=C/c1ccco1)C(=O)N1CCCCCC1)c1cccs1 ?
Platelet DG rel: 0; KLF5 inh: 27; HSF1 inh: -5; IEC-6 cytotox: -1; Dyrk1A ADPGlo: 0; HSP90 inh: 1; GSK3A inh: 1; GSK3B inh: 1; aSyn 5UTR inh: 20; HSF1 activator: 8

How did Cc1ccc(C)c(S(=O)(=O)NCc2ccc(C(=O)N3CCCCCC3)cc2)c1 do in these assays?
Platelet DG rel: 20; KLF5 inh: -9; HSF1 inh: -7; IEC-6 cytotox: -4; Dyrk1A ADPGlo: 10; HSP90 inh: 1; GSK3A inh: 0; GSK3B inh: 1; aSyn 5UTR inh: -6; HSF1 activator: -2

How did COc1ccc(N(CC(=O)NCc2ccc(C)cc2)S(=O)(=O)c2c(C)noc2C)cc1 do in these assays?
Platelet DG rel: -17; KLF5 inh: 8; HSF1 inh: 6; IEC-6 cytotox: 3; Dyrk1A ADPGlo: -7; HSP90 inh: 2; GSK3A inh: -3; GSK3B inh: 4; aSyn 5UTR inh: -10; HSF1 activator: 7

What do the screens show for `CCCC(=O)Nc1ccc(C(=O)NCC(=O)OCC)cc1`?
Platelet DG rel: 5; KLF5 inh: -8; HSF1 inh: 4; IEC-6 cytotox: -4; Dyrk1A ADPGlo: -3; HSP90 inh: 1; GSK3A inh: -1; GSK3B inh: -2; aSyn 5UTR inh: -25; HSF1 activator: -1

How did O=C(CCCCC(=O)N1CCOCCOCCOCC1)OCc1ccccc1 do in these assays?
Platelet DG rel: 15; KLF5 inh: -27; HSF1 inh: -10; IEC-6 cytotox: -2; HSP90 inh: 2; GSK3A inh: -1; GSK3B inh: 0; aSyn 5UTR inh: -9; HSF1 activator: -1

What do the screens show for `CCCCNC(=O)Oc1cccc(N2CCCC2=O)c1`?
Platelet DG rel: 1; KLF5 inh: 23; HSF1 inh: 1; IEC-6 cytotox: -1; Dyrk1A ADPGlo: -1; HSP90 inh: -2; GSK3A inh: -3; GSK3B inh: 5; aSyn 5UTR inh: -25; HSF1 activator: 1

What do the screens show for `CCN1C(=S)SC(=O)C1=C1C=C(C)N(Cc2ccco2)C(C)=C1`?
Platelet DG rel: 2; KLF5 inh: -228; HSF1 inh: -54*; IEC-6 cytotox: -4; Dyrk1A ADPGlo: -3; HSP90 inh: 9; GSK3A inh: 2; GSK3B inh: 0; aSyn 5UTR inh: -132; HSF1 activator: -59

What do the screens show for `C=CCn1c(SCc2c(C(=O)OC)sc(N)c2C(=O)OC)nnc1-c1ccc(Br)cc1`?
Platelet DG rel: -12; KLF5 inh: -25; HSF1 inh: 0; IEC-6 cytotox: 5; Dyrk1A ADPGlo: 8; HSP90 inh: 6; GSK3A inh: -1; GSK3B inh: 0; aSyn 5UTR inh: 10; HSF1 activator: 3

What do the screens show for `COc1ccccc1NC(=O)N1CCCC1C(=O)NCc1ccc(F)cc1` (stereo not drawn)?
Platelet DG rel: 0; KLF5 inh: -20; HSF1 inh: -4; IEC-6 cytotox: 2; Dyrk1A ADPGlo: -5; HSP90 inh: 2; GSK3A inh: -1; GSK3B inh: -1; aSyn 5UTR inh: -7; HSF1 activator: -3

What do the screens show for `Cc1ccc(S(=O)(=O)N(CC(=O)NCc2ccccn2)c2ccc(Cl)cc2)cc1`?
Platelet DG rel: -10; KLF5 inh: -4; HSF1 inh: -3; IEC-6 cytotox: 7; Dyrk1A ADPGlo: 1; HSP90 inh: 4; GSK3A inh: -1; GSK3B inh: 1; aSyn 5UTR inh: -2; HSF1 activator: -21

Results for COc1ccc(-c2csc(NCCc3nc4cc(C(=O)NCCCO)ccc4n3Cc3ccc(C)cc3)n2)cc1 ?
Platelet DG rel: 1; HSF1 inh: -1; GSK3A inh: -1; GSK3B inh: 8; aSyn 5UTR inh: 12; HSF1 activator: 1

Results for COc1ccc(C(=O)C2CCCN(C(=O)c3cccc(Cn4cccn4)c3)C2)cc1F (stereo not drawn) ?
Platelet DG rel: 22; KLF5 inh: -23; HSF1 inh: 4; IEC-6 cytotox: 1; Dyrk1A ADPGlo: 1; HSP90 inh: -2; GSK3A inh: 0; GSK3B inh: 1; aSyn 5UTR inh: 0; HSF1 activator: 16

What do the screens show for `O=P(O)(CCc1ccccc1)C(O)c1ccccc1` (stereo not drawn)?
Platelet DG rel: 7; KLF5 inh: 13; HSF1 inh: 0; IEC-6 cytotox: -1; Dyrk1A ADPGlo: 2; HSP90 inh: -2; GSK3A inh: -6; GSK3B inh: 2; aSyn 5UTR inh: 11; HSF1 activator: -3

What do the screens show for `COc1cccc(C(=O)Nc2nnc(CCS(=O)(=O)c3ccc(C)cc3)s2)c1`?
Platelet DG rel: 4; KLF5 inh: -4; HSF1 inh: -12; IEC-6 cytotox: 3; Dyrk1A ADPGlo: 2; HSP90 inh: -2; GSK3A inh: 0; GSK3B inh: 3; aSyn 5UTR inh: -22; HSF1 activator: -5

Results for COCCn1c(SCC(=O)N2CCCCCC2)nc2c(c1=O)SCC2 ?
Platelet DG rel: -15; KLF5 inh: -31; HSF1 inh: 8; IEC-6 cytotox: -2; Dyrk1A ADPGlo: -2; HSP90 inh: 1; GSK3A inh: 0; GSK3B inh: 1; aSyn 5UTR inh: 3; HSF1 activator: 2

How did O=[N+]([O-])c1ccc(N2CCN(Cc3cccc([N+](=O)[O-])c3)CC2)cc1 do in these assays?
Platelet DG rel: -2; KLF5 inh: 17; HSF1 inh: 1; IEC-6 cytotox: 6; Dyrk1A ADPGlo: -2; HSP90 inh: 1; GSK3A inh: -3; GSK3B inh: -4; aSyn 5UTR inh: 12; HSF1 activator: -20

What do the screens show for `Cc1ccc(CCN2CC(C(=O)NCCCN3CCC(C)CC3)CC2=O)cc1` (stereo not drawn)?
Platelet DG rel: -16; KLF5 inh: -15; HSF1 inh: -5; IEC-6 cytotox: 0; Dyrk1A ADPGlo: -4; HSP90 inh: 0; GSK3A inh: 4; GSK3B inh: -1; aSyn 5UTR inh: -1; HSF1 activator: 8

How did COc1ccccc1OCCSc1nnnn1-c1ccc(C)cc1 do in these assays?
Platelet DG rel: 16; HSF1 inh: 9; Dyrk1A ADPGlo: 14; GSK3A inh: -2; GSK3B inh: -4; aSyn 5UTR inh: -61; HSF1 activator: 32

Results for Cc1cc(NC(=O)CN2C(=O)CCSc3ccccc32)no1 ?
Platelet DG rel: -15; KLF5 inh: -14; HSF1 inh: -6; IEC-6 cytotox: 3; HSP90 inh: 3; GSK3A inh: 7; GSK3B inh: -9; aSyn 5UTR inh: -30; HSF1 activator: 11

What do the screens show for `COc1cc(/C=c2\s/c(=C(/C#N)C(=O)N3CCCC3)n(-c3ccccc3)c2=O)ccc1O`?
KLF5 inh: -13; IEC-6 cytotox: -2; Dyrk1A ADPGlo: -4; HSP90 inh: 0; GSK3A inh: -1; GSK3B inh: 0

How did O=C(N/N=C/c1ccccn1)c1cccnc1 do in these assays?
Platelet DG rel: 3; KLF5 inh: 10; HSF1 inh: 2; IEC-6 cytotox: 1; HSP90 inh: 2; GSK3A inh: 6; GSK3B inh: -25; aSyn 5UTR inh: -3; HSF1 activator: -16

How did Cc1ccccc1OCCn1cc(C=O)c2ccccc21 do in these assays?
Platelet DG rel: -4; KLF5 inh: -23; HSF1 inh: 18; IEC-6 cytotox: 6; Dyrk1A ADPGlo: 16; HSP90 inh: 0; GSK3A inh: -3; GSK3B inh: 0; aSyn 5UTR inh: 18; HSF1 activator: 27

How did Cc1cccc(C)c1NS(=O)(=O)c1ccc(OCCNS(C)(=O)=O)cc1 do in these assays?
Platelet DG rel: 6; KLF5 inh: -14; HSF1 inh: -30; IEC-6 cytotox: -2; Dyrk1A ADPGlo: -1; HSP90 inh: 0; GSK3A inh: -7; GSK3B inh: 2; aSyn 5UTR inh: 5; HSF1 activator: -42

How did O=C(NCCC(c1ccccc1)c1ccccc1)c1ccc(Br)o1 do in these assays?
Platelet DG rel: 5; KLF5 inh: -2; HSF1 inh: 6; IEC-6 cytotox: -2; Dyrk1A ADPGlo: -8; HSP90 inh: 3; GSK3A inh: 2; GSK3B inh: 3; aSyn 5UTR inh: -7; HSF1 activator: 10

How did CN1CCCC(OC(=O)COc2ccc(Br)cc2)C1 (stereo not drawn) do in these assays?
Platelet DG rel: 32; KLF5 inh: 0; HSF1 inh: -5; IEC-6 cytotox: 0; Dyrk1A ADPGlo: 7; HSP90 inh: -2; GSK3A inh: -3; GSK3B inh: -2; aSyn 5UTR inh: 4; HSF1 activator: 1

What do the screens show for `CCOC(=O)N(NC(=O)C(O)(CC(C)C)CC(C)C)c1ccccc1`?
Platelet DG rel: 3; KLF5 inh: -2; HSF1 inh: 4; IEC-6 cytotox: 5; Dyrk1A ADPGlo: -2; HSP90 inh: 3; GSK3A inh: 0; GSK3B inh: 2; aSyn 5UTR inh: -11; HSF1 activator: 7

Results for CCC(Oc1ccccc1OC)C(=O)N1CC(=O)Nc2ccccc21 (stereo not drawn) ?
Platelet DG rel: -12; KLF5 inh: -9; HSF1 inh: 10; IEC-6 cytotox: 0; Dyrk1A ADPGlo: -4; HSP90 inh: 0; GSK3A inh: 5; GSK3B inh: 0; aSyn 5UTR inh: -2; HSF1 activator: 0

How did NS(=O)(=O)c1ccc(NC(=O)CSc2ccc3ccccc3n2)cc1 do in these assays?
Platelet DG rel: 1; KLF5 inh: -27; HSF1 inh: 8; IEC-6 cytotox: -1; Dyrk1A ADPGlo: 1; HSP90 inh: 0; GSK3A inh: -1; GSK3B inh: -2; aSyn 5UTR inh: 17; HSF1 activator: 6

How did CCn1cc(C(=O)Nc2ccccc2C(=O)OC)cn1 do in these assays?
Platelet DG rel: 0; HSF1 inh: 7; GSK3A inh: 9; GSK3B inh: 0; aSyn 5UTR inh: -10; HSF1 activator: 11

How did CC1(C)Cc2c(c(-c3ccco3)nc3sc4c(NCC5CCCO5)ncnc4c23)CO1 (stereo not drawn) do in these assays?
Platelet DG rel: -43; KLF5 inh: 6; HSF1 inh: -1; IEC-6 cytotox: -2; Dyrk1A ADPGlo: -4; HSP90 inh: -4; GSK3A inh: 5; GSK3B inh: 4; aSyn 5UTR inh: 28; HSF1 activator: 1

What do the screens show for `O=C(Nc1ccc(S(=O)(=O)N2CCOCC2)cc1)C1CCCCC1`?
Platelet DG rel: -3; KLF5 inh: -20; HSF1 inh: 7; IEC-6 cytotox: -1; Dyrk1A ADPGlo: -2; HSP90 inh: 2; GSK3A inh: -1; GSK3B inh: -7; aSyn 5UTR inh: -2; HSF1 activator: 21

Results for COc1ccc(Cl)cc1NC(=S)N(Cc1cccnc1)Cc1ccco1 ?
Platelet DG rel: 2; KLF5 inh: -18; HSF1 inh: 20; IEC-6 cytotox: -3; HSP90 inh: 1; GSK3A inh: 1; GSK3B inh: 2; aSyn 5UTR inh: 4; HSF1 activator: 40

Quoted at random: two records from the list.
What do the screens show for `CCOC(=O)N(NC(=O)C(O)(CC(C)C)CC(C)C)c1ccccc1`?
Platelet DG rel: 3; KLF5 inh: -2; HSF1 inh: 4; IEC-6 cytotox: 5; Dyrk1A ADPGlo: -2; HSP90 inh: 3; GSK3A inh: 0; GSK3B inh: 2; aSyn 5UTR inh: -11; HSF1 activator: 7

How did CCn1cc(C(=O)Nc2ccccc2C(=O)OC)cn1 do in these assays?
Platelet DG rel: 0; HSF1 inh: 7; GSK3A inh: 9; GSK3B inh: 0; aSyn 5UTR inh: -10; HSF1 activator: 11

Screening data: PubChem BioAssay, several laboratories
